# Mtb UGM inh: inhibitors of M. tuberculosis UDP-galactopyranose mutase | 320,000 tested, 0.06% active | inhibition, % at 10 µM | purified UGM, fluorescence polarization probe displacement | AID 504406 | P9WIQ1; in the data active means inhibition above about 10%, passing the limit was not always enough; inconclusive means no clear call, values can overlap the other calls
# BoNT-F LC inh: blocks Botulinum neurotoxin F light chain protease; Multiplex microsphere protease cleavage assay, flow cytometry; inhibition, % at 10 µM; 360,000 tested, 0.22% active; in the data active means inhibition above about 35%, passing the limit was not always enough; inconclusive means no clear call, values can overlap the other calls; further: plate controls were buffer without enzyme for full effect and enzyme alone for no effect
# PfHsp40 yeast: restores yeast growth despite PfHsp40 toxicity. 340,000 tested, 0.68% active. AID 504582. S. cerevisiae expressing PfHsp40, growth rescue, ATP luminescence. growth rescue, % at 12.5 µM; in the data active means growth rescue above about 28%, passing the limit was not always enough; inconclusive means no clear call, values can overlap the other calls;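 further: yeast W303a lacking pdr1 and pdr3 grown in galactose medium; growth measured after three days at 30 °C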
# Mtb FBA inh: inhibits M. tuberculosis FBA enzyme | 360,000 tested, 2.3% active | purified M. tuberculosis FBA, fluorescence read-out | inhibition, % at 1 µM | AID 588726 | P9WQA3; in the data active means inhibition above about 27%;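 further: 0% = vehicle and 100% = reference inhibitor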
# GDH-TPI counter: counter-screen for M. tuberculosis FBA inhibitors: GDH-TPI coupled enzymes; GDH-TPI coupled enzyme counterscreen, NADH absorbance; 360,000 tested, 1.2% active; inhibition, % at 4.8 µM; in the data active means inhibition above about 30%;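 further: 0% = DMSO wells and 100% = wells lacking the enzyme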
# Mtb BioA inh: BioA (M. tuberculosis) enzyme inhibition; purified M. tuberculosis BioA enzyme, plate reader; inhibition, % at 9.99 µM; 360,000 tested, 0.096% active; in the data active means inhibition above about 40%; inconclusive means no clear call, values can overlap the other calls
# BoNT A protease: blocks Botulinum neurotoxin A light chain protease; 360,000 tested, 0.17% active; multiplex microsphere protease substrate cleavage, flow cytometry; AID 588499; inhibition, % at 10 µM; further: plate controls were buffer without enzyme for full effect and enzyme alone for no effect
# Anthrax LF prot: inhibitors of Bacillus anthracis lethal factor protease. multiplex microsphere protease cleavage assay, LF. P15917. 360,000 tested, 0.12% active. inhibition, % at 10 µM; further: plate controls were buffer without enzyme for full effect and enzyme alone for no effect
# Target sequence (P15917 whole entry, looked up): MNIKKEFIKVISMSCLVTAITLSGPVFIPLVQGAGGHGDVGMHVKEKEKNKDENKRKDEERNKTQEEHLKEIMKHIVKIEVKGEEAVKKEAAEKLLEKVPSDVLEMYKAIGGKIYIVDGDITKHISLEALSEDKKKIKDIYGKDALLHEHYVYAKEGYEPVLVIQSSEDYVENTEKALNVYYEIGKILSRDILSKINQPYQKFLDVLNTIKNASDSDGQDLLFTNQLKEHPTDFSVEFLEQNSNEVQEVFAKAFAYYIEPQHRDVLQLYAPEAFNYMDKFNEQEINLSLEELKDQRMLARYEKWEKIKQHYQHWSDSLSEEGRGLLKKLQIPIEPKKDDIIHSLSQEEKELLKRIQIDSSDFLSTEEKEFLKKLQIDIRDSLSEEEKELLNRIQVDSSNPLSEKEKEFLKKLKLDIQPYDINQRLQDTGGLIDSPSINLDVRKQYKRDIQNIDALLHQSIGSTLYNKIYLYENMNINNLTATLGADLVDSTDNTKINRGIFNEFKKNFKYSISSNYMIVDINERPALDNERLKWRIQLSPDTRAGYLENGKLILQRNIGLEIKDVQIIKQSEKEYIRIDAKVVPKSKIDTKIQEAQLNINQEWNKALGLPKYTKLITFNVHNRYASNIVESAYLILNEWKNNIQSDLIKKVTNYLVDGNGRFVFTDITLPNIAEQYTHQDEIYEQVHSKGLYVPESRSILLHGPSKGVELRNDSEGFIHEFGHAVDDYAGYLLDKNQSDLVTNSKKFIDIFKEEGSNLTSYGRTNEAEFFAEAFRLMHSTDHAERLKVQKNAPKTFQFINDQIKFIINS
# FadD28 binding: inhibitors of Mycobacterium tuberculosis FadD28 bisubstrate binding | FadD28 bisubstrate probe binding, fluorescence polarization | inhibition, % at 12.5 µM | 360,000 tested, 0.22% active | AID 588549; in the data active means inhibition above about 8.5%, passing the limit was not always enough; inconclusive means no clear call, values can overlap the other calls
# * hit, by the source's call; ? = inconclusive; nt = not tested or not shown. Unless noted, no stated cut-off is given here; in the data, active means inhibition above about 30%; inconclusive means no clear call, values can overlap the other calls; inactive means below that.
SMILES,Mtb UGM inh,BoNT-F LC inh,PfHsp40 yeast,Mtb FBA inh,GDH-TPI counter,Mtb BioA inh,BoNT A protease,Anthrax LF prot,FadD28 binding
CSc1ncc(CN2CCCCC2C(=O)Nc2ccc(Oc3ccccc3)nc2)cn1 (configuration not stated),0.0,0,-0.6,0,0,-1.0,-0.2,-2,-4.2
COCCN1C(=S)NC(c2cccc(C(F)(F)F)c2)C(C(=O)N2CCOCC2)=C1C (configuration not stated),0.7,-9,0.1,-1,-1,-0.7,-0.7,-7,-0.2
O=C(COc1ccccc1)NNC(=S)NC(=O)c1ccccc1,-1.0,0,20,2,-8,-0.3,-0.5,6,-2.6
CC(C)N(c1ccccc1)c1ccc(NC(=O)COC(=O)CCN2C(=O)c3cccc([N+](=O)[O-])c3C2=O)cc1,-1.0,-2,1.7,1,10,-2.1,-1.0,-2,1.7
CCOC(=O)CCCCCC(=O)Nc1ccc2c(c1)C(=O)N([C@H](C)CO)C[C@H](C)[C@@H](CN(C)S(C)(=O)=O)OCCCC[C@@H](C)O2,nt,7,nt,-1,6,0.3,0.1,0,0.7
O=C(CSCc1c(F)cccc1Cl)NCc1cccnc1,-0.7,-10,-0.3,0,-3,0.1,-2.0,-3,-1.2
O=C1CN(c2cc(Cl)cc(Cl)c2)C(=O)CN1/N=C/c1cccnc1,-1.3,?,-0.6,1,-2,nt,-1.3,-6,-2.5
CCOc1ccc2c(c1)OC(c1ccc(OC)cc1)(C(F)(F)F)NC2=O (configuration not stated),2.9,-6,2.2,-4,0,1.4,-1.7,0,-5.5
CC(C)OC(=O)c1ccc(COc2ccc3ccc(=O)oc3c2)o1,-1.1,3,-1.5,18,7,5.2,2.1,0,-2.5
Cc1cc(C)cc(C(=O)NC(CC(N)=O)c2ccc(N3CCC(Cc4ccccc4)CC3)c([N+](=O)[O-])c2)c1 (configuration not stated),-0.2,-14,-0.7,0,11,0.9,-0.9,-6,-0.2
Cc1cc2c(c(SCC(=O)N(C)c3ccccc3)n1)C(=O)OC2,0.1,22,1.0,0,6,1.4,0.9,-2,-3.3
Cc1ccc(S(=O)(=O)N/N=C/c2ccc(OCC(=O)N3CCOCC3)cc2)cc1,-2.5,-1,0.7,1,4,nt,0.3,2,-2.1
COC(=O)c1nnn(-c2ccc(Cl)c(Cl)c2)c1C(=O)OC,-1.3,-3,0.1,-1,9,nt,-1.0,-1,-0.9
O=C(CN1CCN(c2ccc(F)cc2)CC1)N(C1CCCC1)C1CCS(=O)(=O)C1 (configuration not stated),-0.4,3,-0.4,-2,1,0.4,0.3,-2,-1.8
Cc1ccnc(NS(=O)(=O)c2ccc(NC(=O)C3CC=CCC3C(=O)O)cc2)n1 (configuration not stated),2.2,-5,-1.4,5,-2,nt,-1.2,-4,-0.6
COc1cc(C(=O)NCc2nnc(SCC(=O)N3CCCc4ccccc43)o2)cc(OC)c1OC,-1.8,-7,-0.3,1,2,-0.4,0.0,0,-0.6
COc1cccc(NC(=S)N(CCCN2CCN(C)CC2)Cc2ccco2)c1,1.2,-7,0.4,2,4,2.3,-0.1,-3,-2.2
Cc1cc(NC(=O)/C=C/c2ccccc2)no1,-2.6,-8,5.4,0,-9,nt,-0.8,-3,-2.4
CCOC(=O)c1ccccc1NC(=O)c1cn(CC)c2nc(C)ccc2c1=O,3.3,-4,1.1,-1,7,nt,-0.9,-1,-1.5
CN1CC(=O)N(CC(=O)Nc2ccc(Br)cc2F)C1=O,-2.0,2,0.2,2,-5,-1.7,-0.6,-1,-4.2
CCOc1ccc(-c2c(C#N)c(N)nc3sc(C(=O)c4ccccc4)c(N)c23)cc1,6.0,2,0.9,0,2,nt,10,8,-3.0
O=C(c1cnccn1)N(c1ccccc1)C1(C(=O)NC2CCCCC2)CCCCC1,-0.3,-26,0.4,30*,2,0.5,-1.4,-1,-0.1
Cc1cccc(N2CN(Cc3cccnc3)CNC2=S)c1,0.6,7,0.2,2,9,nt,1.1,-1,0.4
CCN(CC)C(=S)NC(=O)C12CC3CC(CC(C3)C1)C2,0.8,-8,-0.2,-1,12,-0.4,-1.3,-6,-1.5
C=CCn1c(C(C)NC(=O)c2cccs2)n[nH]c1=S (configuration not stated),0.0,-6,-0.9,3,4,-0.7,0.5,-2,-4.6
COc1ccc(CNC(=O)Cn2nc(-c3ccc4c(c3)OCCO4)ccc2=O)cc1,1.2,-3,1.0,0,0,-0.4,0.2,-2,-1.2
COc1cc(C(CC(=O)Nc2cccc(C)n2)N2Cc3ccccc3C2=O)cc(OC)c1OC (configuration not stated),3.9,15,1.4,2,-4,-2.5,-0.1,6,0.0
CS(=O)(=O)N1CCC(Oc2ccccc2C(=O)NC(C2CC2)C2CC2)CC1,-2.2,-5,1.1,2,0,nt,-0.8,-4,-1.2
CC(C)Cc1nc(N2CCOCC2)c(C#N)c2c1CCC2,2.7,-41,-0.3,17,12,0.7,-2.4,2,2.2
CCOC(=O)c1c(C)noc1-c1ccco1,-0.1,nt,0.4,3,4,0.5,nt,nt,-1.6
CCn1c(CC(=O)Nc2ccccc2)nnc1SCC(=O)NC1CCCC1,0.7,8,-0.4,0,-5,0.6,-0.3,-3,-1.1
COc1ccc(CCNC(=O)/C=C\c2ccccc2)cc1OC,-1.1,-4,0.1,-4,9,6.1,-0.1,1,-0.6
O=C1c2ccccc2C(=O)N1CCc1ccccn1,-3.7,-8,-0.5,3,1,-0.5,-1.4,-2,-1.3
CCc1nc2ccc(C(=O)Nc3ccc4c(c3)OCC(=O)N4)cn2c1N(C)C(=O)C1CCCCC1,nt,-1,nt,5,17,-0.6,-0.2,0,-2.6
CC(C)(C)Cc1nnc(NS(=O)(=O)c2ccc([N+](=O)[O-])cc2)s1,8.0,3,-0.9,2,2,-0.4,-1.4,1,-3.1
COc1ccc(C(=O)n2nc(C)c(Br)c2C)cc1OC,2.2,22,0.3,3,12,-2.2,0.1,-3,-2.3
COc1ccc(-c2cc(C(=O)N3CCCc4ccccc43)no2)cc1OC,2.5,1,0.2,0,-3,nt,0.6,-1,-2.2
FC(F)Oc1ccc(NC(=S)NCCc2ccccn2)cc1,1.4,-2,-0.4,1,-3,nt,0.4,-2,-2.1
CCc1ccc(CNC(=O)CC2C(=O)NCCN2Cc2ccccc2F)nc1 (configuration not stated),-0.2,3,-1.6,0,9,-2.4,0.8,3,0.8
COc1ccc(C(C)NC(=O)c2ccncc2)cc1OC (configuration not stated),-0.1,7,0.2,3,2,-0.8,1.0,2,0.7
COC(=O)c1ccc(S(=O)(=O)N2CCOCC2)o1,-1.8,-1,-0.8,-1,-12,-1.4,0.9,-1,-0.3
COc1ccc2c(CC(=O)O)cc(=O)oc2c1,-2.2,-3,1.3,66*,12,0.6,-1.0,0,-1.3
COc1ccc(NC(=O)COC(=O)c2c3c(nc4ccccc24)CCCC3)cc1Cl,5.2,-8,3.2,1,3,2.1,0.3,-11,-1.7
COc1ccc(NC(=O)NCC(C)CSc2ccc(C)cc2)c(OC)c1 (configuration not stated),1.6,7,-0.2,-1,-10,-1.5,-1.6,1,-3.2
CCN(CC)CCN=Cc1c(O)n(CCc2ccccc2)c(=O)[nH]c1=O,1.5,nt,0.3,2,3,-1.6,nt,nt,-0.3
Cc1nc(CC(=O)c2ccc(O)c(C)c2O)cs1,-1.2,1,-0.7,-1,59*,0.8,1.0,-6,-1.1

# Grouped by structure: the compounds so far with bromine
SMILES,Mtb UGM inh,BoNT-F LC inh,PfHsp40 yeast,Mtb FBA inh,GDH-TPI counter,Mtb BioA inh,BoNT A protease,Anthrax LF prot,FadD28 binding
CN1CC(=O)N(CC(=O)Nc2ccc(Br)cc2F)C1=O,-2.0,2,0.2,2,-5,-1.7,-0.6,-1,-4.2
COc1ccc(C(=O)n2nc(C)c(Br)c2C)cc1OC,2.2,22,0.3,3,12,-2.2,0.1,-3,-2.3

# Compound profiles, from the list above. Order of screens: Mtb UGM inh | BoNT-F LC inh | PfHsp40 yeast | Mtb FBA inh | GDH-TPI counter | Mtb BioA inh | BoNT A protease | Anthrax LF prot | FadD28 binding
# CCOc1ccc(-c2c(C#N)c(N)nc3sc(C(=O)c4ccccc4)c(N)c23)cc1 reads 6.0 | 2 | 0.9 | 0 | 2 | nt | 10 | 8 | -3.0
# Cc1cccc(N2CN(Cc3cccnc3)CNC2=S)c1 reads 0.6 | 7 | 0.2 | 2 | 9 | nt | 1.1 | -1 | 0.4
# COc1ccc(-c2cc(C(=O)N3CCCc4ccccc43)no2)cc1OC reads 2.5 | 1 | 0.2 | 0 | -3 | nt | 0.6 | -1 | -2.2
# COc1ccc(C(=O)n2nc(C)c(Br)c2C)cc1OC reads 2.2 | 22 | 0.3 | 3 | 12 | -2.2 | 0.1 | -3 | -2.3
# CCOC(=O)c1ccccc1NC(=O)c1cn(CC)c2nc(C)ccc2c1=O reads 3.3 | -4 | 1.1 | -1 | 7 | nt | -0.9 | -1 | -1.5

# Screening results from PubChem.
